# High-throughput results (PubChem BioAssay)
# GalR3 antag: antagonists of human GalR3. HEK293 GalR3-CNG cAMP membrane potential fluorescence; galR3 body fused to GalR1 C-terminus. 360,000 tested, 0.44% active. O60755. inhibition, % at 3 µM;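 active = inhibition above the screen-wide average plus 3 SD, cut at about 13% in these data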;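 note: forskolin and galanin both at EC90 stimulate the cells; cAMP rise reported by CNG channel membrane potential dye signal; 0% = forskolin plus galanin with DMSO and 100% = forskolin alone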
# IDE cell activ: boosts human insulin-degrading enzyme activity in HEK cells. P14735. FAbeta-B cleavage, fluorescence polarization; 0% vehicle, 100% cell-free pure enzyme wells. activation, % at 5.96 µM. 340,000 tested, 0.073% active. AID 493087;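 active = activation above the mean of all tested compounds plus 3 SD, set per screening campaign, cut at about 17% in these data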
# pCIP destab: p/CIP protein destabilization | Q05BA5 | F442A p/CIP-EGFP cells, EGFP fluorescence, 16 h | decrease of EGFP signal, % at 10 µM | 290,000 tested, 0.01% active | AID 1984;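 active = EGFP signal decrease of at least 30% at 10 µM or well 3 SD below plate mean, unless failing retest; inactive = the rest, including hits failing retest or dose response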; note: some compounds called inactive have numbers as strong as hits; many of its hits are not listed in these tables
# CRFR2-BP ag: CRF-BP/CRF-R2 complex agonism; 350,000 tested, 0.46% active; HEK293 CRF-R2/CRF-BP, calcium dye fluorescence (FLIPR); percent of saturating CRF peptide response; activation, % at 13.2 µM;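 active = activation of at least 50%, plus an integration ratio under a set limit after plate pattern correction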;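 note: plate controls were neutral control wells without compound for no effect and CRF at EC100 for full effect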
# PHOSPHO1 inh: blocks human PHOSPHO1 phosphatase activity; Q8TCT1; recombinant PHOSPHO1, absorbance phosphatase assay; inhibition, % at 13.3 µM; 290,000 tested, 1.1% active; AID 1565; in the data active = inhibition above about 60%
# Target sequence (Q8TCT1 whole entry, looked up): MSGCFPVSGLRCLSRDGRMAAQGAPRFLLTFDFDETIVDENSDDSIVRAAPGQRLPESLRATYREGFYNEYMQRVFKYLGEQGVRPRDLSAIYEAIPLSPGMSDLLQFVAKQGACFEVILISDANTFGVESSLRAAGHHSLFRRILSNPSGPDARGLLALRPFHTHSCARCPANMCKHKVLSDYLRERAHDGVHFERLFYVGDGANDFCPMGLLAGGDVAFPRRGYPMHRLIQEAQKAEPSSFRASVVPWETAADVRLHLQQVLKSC
# MEKK3 PB1 HTS: modulators (inhibitors or enhancers) of MEK5 binding to human MEKK3 PB1 domain; Q99759; bead-based flow cytometry, Alexa488-MEK5 binding to MEKK3; actives lie on both sides; 0 = blocked by unlabeled MEK5, 100 = vehicle; binding response (% of control), % at 10 µM; 290,000 tested, 1.4% active; AID 1529;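 active = binding response more than 3 SD above or below the average of its plate-row segment, actives on both sides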;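 note: Alexa488 bead fluorescence after subtracting the streptavidin-only scavenger bead signal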
# Target sequence (Q99759 whole entry, looked up, the tested form may be a part): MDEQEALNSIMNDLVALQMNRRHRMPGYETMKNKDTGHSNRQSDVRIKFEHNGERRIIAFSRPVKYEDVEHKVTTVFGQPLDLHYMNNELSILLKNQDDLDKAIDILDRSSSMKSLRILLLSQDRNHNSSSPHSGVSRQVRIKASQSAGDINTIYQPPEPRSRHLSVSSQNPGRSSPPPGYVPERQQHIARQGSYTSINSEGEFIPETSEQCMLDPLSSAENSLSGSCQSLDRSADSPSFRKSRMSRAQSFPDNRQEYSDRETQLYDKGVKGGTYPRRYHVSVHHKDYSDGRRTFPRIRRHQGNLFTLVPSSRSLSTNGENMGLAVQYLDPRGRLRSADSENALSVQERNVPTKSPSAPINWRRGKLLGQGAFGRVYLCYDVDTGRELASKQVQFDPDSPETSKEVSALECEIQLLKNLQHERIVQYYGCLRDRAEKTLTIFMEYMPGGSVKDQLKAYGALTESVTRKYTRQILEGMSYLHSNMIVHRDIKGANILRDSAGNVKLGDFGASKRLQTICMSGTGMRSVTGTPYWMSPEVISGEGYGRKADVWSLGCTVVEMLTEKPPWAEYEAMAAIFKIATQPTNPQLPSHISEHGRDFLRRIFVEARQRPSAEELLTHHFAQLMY
# CRFR2-BP antag: CRF-BP/CRF-R2 complex antagonism | inhibition, % at 11.8 µM | AID 588475 | HEK293 CRF-R2/CRF-BP, CRF-induced calcium fluorescence | 350,000 tested, 0.59% active;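 active = inhibition of the ligand-induced calcium signal above about 50% at the single tested concentration, limit read from the data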
# IDE cell inh: cellular human IDE inhibition | P14735 | HEK cells, FAbetaB cleavage, fluorescence polarization | inhibition, % at 5.59 µM | 320,000 tested, 0.41% active;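 active = percent inhibition above the average of all tested compounds plus 3 SD, set per screening campaign, cut at about 16% in these data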;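 note: IDE supplied by intact live HEK cells; FP after avidin binding of uncleaved biotin substrate so inhibition keeps polarization high; 0% = DMSO wells and 100% = 60 µM reference IDE inhibitor Ii1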
# CHRM4 PAM: potentiates acetylcholine response at human M4 receptor. CHO-K1 hM4/Gqi5, Fluo-8 calcium fluorescence, ACh EC20; 0% = ACh EC20, 100% = maximal ACh. activation, % at 3 µM. 360,000 tested, 0.4% active. AID 624126. P08173;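 active = activation above its plate's cutoff, the mean activation of sample wells plus 3 SD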; note: some results filed as inactive read as strong as hits
# Numbers without * were called inactive; x = no result given.
# Start of the listing, in advance:
smiles	pCIP destab	CRFR2-BP ag	GalR3 antag	PHOSPHO1 inh	CRFR2-BP antag	IDE cell inh	CHRM4 PAM	MEKK3 PB1 HTS	IDE cell activ
CS(=O)(=O)Nc1ccc(C2=NN(S(=O)(=O)c3ccc(F)cc3)C(c3ccco3)C2)cc1 (stereo unspecified)	-10	5.1	-6	-23	-4	0	-1	99	5
O=C(Nc1ccc(N2CCOCC2)c(Cl)c1)C1CCCCC1	4	1.0	-1	-16	-3	1	1	109	0
O=C(Cn1nnc2ccccc21)Nc1ccccc1[N+](=O)[O-]	-47	1.4	-4	53	8	3	-7	101	-1
Cn1cccc1P(=O)(c1cccn1C)c1cccn1C	-5	0.8	-4	15	0	2	-10	102	4
CC(C)(C#CCN1CCCCC1)OCCOC(c1ccccc1)c1ccccc1	-16	1.3	-10	-28	11	0	-42	79	2
COCCNC(=S)N(CCc1c(C)[nH]c2ccc(F)cc12)Cc1cccnc1	-21	-4.8	-4	x	-13	-5	-5	104	0
COc1ccc(C(=O)N/N=C/c2ccc(OC)c(CN3CCCc4ccccc43)c2)cc1	-6	-1.1	-12	6	1	0	-9	98	-2
O=C1COc2ccc(S(=O)(=O)N3CCN(c4cccc(C(F)(F)F)c4)CC3)cc2N1	-12	1.6	-3	49	-13	-1	-1	103	2
COc1ccccc1OCCNC(=O)c1ccc(C)c(S(=O)(=O)N2CCOCC2)c1	x	-1.3	-2	x	-2	8	1	x	-4
O=C(COC(=O)c1cccc(Cl)c1)NC(=O)NCc1ccccc1	x	-1.3	-7	x	-5	0	7	x	3
Cc1cc2nc(-c3ccc(SCC(=O)NC(C)C)nc3)[nH]c2cc1C	-14	x	x	8	x	2	x	99	x
COCCCn1[nH]c2c3c(ccc2c1=O)C(=O)c1ccccc1C3=O	-4	-3.6	-3	7	0	3	12	99	-2

# The whole of this part, from the first entry:
smiles	pCIP destab	CRFR2-BP ag	GalR3 antag	PHOSPHO1 inh	CRFR2-BP antag	IDE cell inh	CHRM4 PAM	MEKK3 PB1 HTS	IDE cell activ
CS(=O)(=O)Nc1ccc(C2=NN(S(=O)(=O)c3ccc(F)cc3)C(c3ccco3)C2)cc1 (stereo unspecified)	-10	5.1	-6	-23	-4	0	-1	99	5
O=C(Nc1ccc(N2CCOCC2)c(Cl)c1)C1CCCCC1	4	1.0	-1	-16	-3	1	1	109	0
O=C(Cn1nnc2ccccc21)Nc1ccccc1[N+](=O)[O-]	-47	1.4	-4	53	8	3	-7	101	-1
Cn1cccc1P(=O)(c1cccn1C)c1cccn1C	-5	0.8	-4	15	0	2	-10	102	4
CC(C)(C#CCN1CCCCC1)OCCOC(c1ccccc1)c1ccccc1	-16	1.3	-10	-28	11	0	-42	79	2
COCCNC(=S)N(CCc1c(C)[nH]c2ccc(F)cc12)Cc1cccnc1	-21	-4.8	-4	x	-13	-5	-5	104	0
COc1ccc(C(=O)N/N=C/c2ccc(OC)c(CN3CCCc4ccccc43)c2)cc1	-6	-1.1	-12	6	1	0	-9	98	-2
O=C1COc2ccc(S(=O)(=O)N3CCN(c4cccc(C(F)(F)F)c4)CC3)cc2N1	-12	1.6	-3	49	-13	-1	-1	103	2
COc1ccccc1OCCNC(=O)c1ccc(C)c(S(=O)(=O)N2CCOCC2)c1	x	-1.3	-2	x	-2	8	1	x	-4
O=C(COC(=O)c1cccc(Cl)c1)NC(=O)NCc1ccccc1	x	-1.3	-7	x	-5	0	7	x	3
Cc1cc2nc(-c3ccc(SCC(=O)NC(C)C)nc3)[nH]c2cc1C	-14	x	x	8	x	2	x	99	x
COCCCn1[nH]c2c3c(ccc2c1=O)C(=O)c1ccccc1C3=O	-4	-3.6	-3	7	0	3	12	99	-2
COc1ccc(NS(=O)(=O)c2ccc(C)c(C(=O)N(C)Cc3ccc(C)cc3)c2)cc1	x	-0.2	-2	x	13	-2	3	x	4
CCn1nc(C)cc1Nc1ccccc1	-3	-0.8	-4	19	36	-3	-1	73	6
COc1cc(S(=O)(=O)N(C)Cc2ccc3c(c2)OCCO3)ccc1NC(C)=O	x	-1.1	-6	x	5	0	12	x	3
COc1ccc(S(=O)(=O)NC(C)C(=O)NCc2cccnc2)cc1OC (stereo unspecified)	-8	2.9	-5	6	0	13	2	95	0
Cc1ccc(-n2nc3c(=O)n(CCCC(=O)NCCc4ccccc4)nc(C)c3c2C)cc1	-5	-0.6	1	1	-7	-4	-3	96	3
C#CCNC(=O)C1=C[C@@H](C2CCCCC2)C[C@@H](OCc2ccc(CO)cc2)O1	-29	-0.8	-3	22	-1	-4	1	107	-2
CCC(=O)c1cn(CC(=O)Nc2cccc(OC)c2)c2ccccc12	4	-2.9	2	8	-2	1	0	98	0
COc1ccc(-c2cc(C#N)nc(N3CCN(c4ccccc4)CC3)n2)cc1	-4	-1.4	-4	46	13	5	7	97	-1
C=CCNC(=O)C1CCC(CNc2nc(=S)[nH]c3ccccc23)CC1 (stereo unspecified)	-3	-0.4	-13	28	-2	0	-6	106	-2
CCCc1ccc(-c2c(C)sc(N)c2C#N)cc1	10	-1.8	-3	17	9	-2	-3	103	-2
CN(c1ccccc1)S(=O)(=O)c1cccc(C(=O)N2CCN(c3ccccn3)CC2)c1	-4	-2.0	-3	20	32	2	-8	106	-7
COc1ccc(C(=O)N/C(=C\c2ccc3c(c2)OCO3)C(=O)NCCc2nc3ccccc3[nH]2)cc1	-14	-3.6	-2	7	20	-1	11	106	0
COc1ccccc1Oc1ccccc1C(=O)O	8	-1.5	-3	7	-3	1	-3	103	5

# Single entries from the list.
# Value of COc1ccc(C(=O)N/N=C/c2ccc(OC)c(CN3CCCc4ccccc43)c2)cc1 in CRFR2-BP ag: -1.1
# Value of CN(c1ccccc1)S(=O)(=O)c1cccc(C(=O)N2CCN(c3ccccn3)CC2)c1 in GalR3 antag: -3

# Remaining list, next part:
smiles	pCIP destab	CRFR2-BP ag	GalR3 antag	PHOSPHO1 inh	CRFR2-BP antag	IDE cell inh	CHRM4 PAM	MEKK3 PB1 HTS	IDE cell activ
COc1cc(/C=N/N=C(/N)c2nonc2N)cc(Br)c1OCc1cccc(C)c1	-6	0.4	3	-1	2	2	-2	105	1
O=[N+]([O-])c1cccc(-c2ccc3nnc(SCc4ccccn4)n3n2)c1	6	0.8	-2	32	8	0	5	101	-2
COCCCNC(=S)N(CCCO)Cc1cc2cc3c(cc2[nH]c1=O)OCO3	-15	0.8	-7	19	12	6	-1	108	0
O=C(c1ccc(N2CCCC2=O)cc1)N1CCN(c2ccc(Cl)cc2)CC1	-8	-1.3	-2	24	3	-2	-1	107	-3
C=CCNC(=O)c1c(CSc2ccccc2)noc1C(=O)NCc1ccccc1	-19	1.5	-6	13	12	0	6	81	3
Cc1ccc(NC(=S)NCc2cccnc2)cc1	6	-1.6	0	0	11	-1	16*	101	4
Cc1ccc(NCc2nnc(SCC(N)=O)n2CCc2ccccc2)cc1	0	x	1	30	x	x	x	104	x
CCCCn1cnc2cc(NCc3ccncc3)ccc21	1	1.7	-7	-3	2	-3	8	98	4
CCOC(=O)c1nn(-c2ccc(OCC)cc2)c2nc(-c3ccco3)c(C#N)c(=O)n12	-4	0.1	1	-15	-3	0	4	97	-2
CC(C)c1onc(C(=O)N2CCN(c3ccccc3)CC2)c1[N+](=O)[O-]	-14	1.1	-6	22	-8	0	-3	93	2
Cc1cc(/C=C(\C#N)C(=O)NCc2ccccc2)cc(C)c1O	-4	-0.4	-6	37	9	9	6	100	-6
COc1ccc(Nc2nc(-c3ccccc3O)nc3ccccc23)cc1	0	-0.2	-10	7	-25	6	-2	101	-2
COc1ccc(/C=N/Nc2nc(Nc3ccccc3)nc(N3CCCC3)n2)cc1	4	-1.8	-2	2	-3	1	-5	97	4
COc1ccc(N2CC(C(=O)N3CCOCC3)CC2=O)cc1 (stereo unspecified)	-6	2.2	0	36	-22	-1	-4	106	1
CN(CCCN1CCOCC1)C(=O)c1cc(COc2c(F)cccc2F)on1	-19	1.5	-1	33	5	3	-2	102	-5
CC1CCN(CC(=O)Nc2sc3c(c2C#N)CCC3)CC1	-1	-0.5	-5	12	0	6	2	97	1
CCc1cc(C(=O)N(C)CC(=O)Nc2c(Cl)cccc2Cl)sc1C	x	-1.0	-9	x	-19	1	1	x	-2
CCCCCCN1C[C@H](O)[C@@H](n2cc(-c3ccc(F)cc3)nn2)C[C@@H]1c1ccc(Cl)cc1	x	2.1	-7	x	-13	x	3	x	x
CCCc1nc(NC2CCCCC2)c(C#N)c2c1COC(C)(C)C2	-6	11	0	6	-52	-1	8	88	2
COc1ccccc1-n1c(SC)nc2c(sc(=S)n2-c2ccccc2)c1=O	-9	0.6	-10	27	21	x	0	102	1
O=C(/C=C/c1ccc([N+](=O)[O-])cc1)c1cccs1	-22	-0.9	2	-19	-15	-5	-4	106	2
C/C(=N/NC(=O)c1sc(NS(=O)(=O)c2ccccc2)nc1C)c1ccc(F)cc1	8	6.3	1	11	-25	4	2	153*	5
c1ccc(Nc2nnc(-c3cccnc3)s2)cc1	-22	-1.4	-5	44	7	1	-4	96	-1
Cc1cccc2sc(NC(=O)C3CCCN(S(=O)(=O)c4cccc5nonc45)C3)nc12 (stereo unspecified)	1	2.7	0	-8	-32	0	2	99	2
Cc1ccc(NC(=O)c2ccc(Nc3ccccc3F)nc2)cc1	2	-0.6	-3	-30	-7	4	3	111	-3
COc1ccccc1NC(=O)/C(N=Nc1ccc(C)c(S(=O)(=O)Nc2ccccc2Cl)c1)=C(\C)O	x	-0.6	-4	x	19	3	5	x	3
CCOc1ccc2nc(SCC(=O)c3ccccc3)sc2c1	-5	-0.7	-8	29	-14	-1	-5	98	2
Cc1ccc(S(=O)(=O)CCc2nnc(NC(=O)C3CCCO3)s2)cc1 (stereo unspecified)	-1	2.3	-4	2	-8	-2	10	109	0
O=C(NCc1ccco1)c1ccc(NC(=O)C2COc3ccccc3O2)cc1 (stereo unspecified)	-10	-1.7	4	-10	-2	-2	-3	107	0
O=C(CCn1nc(-c2ccccc2)ccc1=O)NCCCN1CCCCCC1	-1	0.5	1	20	-10	-2	-3	x	1
CC(C)c1ccc(S(=O)(=O)N2CCC(C(=O)N3CCN(c4cccc(Cl)c4)CC3)CC2)cc1	x	-0.1	-3	x	5	x	7	x	2
COc1ccc(-c2ccc3c(c2)S(=O)(=O)c2cccc(C(=O)N4CCN(c5ccccn5)CC4)c2C3=O)cc1OC	x	1.0	2	x	11	x	-5	x	x
OCCC1CN(Cc2cnc(N3CCCC3)s2)CCN1Cc1ccccc1 (stereo unspecified)	-3	-2.8	-2	46	1	4	5	106	4
CCC(=O)Nc1cc(C(=O)OCc2ccc(C(=O)Oc3ccccc3)cc2)ccc1C	1	-0.9	4	-48	15	4	-7	95	2
Cc1cc(-n2c(=O)c(C#N)cc3c(=O)n4cccc(C)c4nc32)no1	-7	-2.3	-4	-9	2	-1	11	103	-3
Cc1cc(C(=O)CSc2nc3ccccc3n2CCC#N)c(C)n1Cc1cccs1	-2	-1.6	-4	-59	-2	-2	-9	98	1
COc1ccccc1NC(=O)N1CCCC1C(=O)NCC1CCCO1 (stereo unspecified)	13	12	2	33	15	2	2	102	-2
